# FadD28 binding – inhibitors of Mycobacterium tuberculosis FadD28 bisubstrate binding. FadD28 bisubstrate probe binding, fluorescence polarization. inhibition, % at 12.5 µM. actives 0.22% (n = 360,000). AID 588549; in the data active = inhibition above about 8.5%, passing the limit was not always enough; inconclusive = no clear call, values can overlap the other calls
# Anthrax LF prot – blocks Bacillus anthracis lethal factor protease; multiplex microsphere protease cleavage assay, LF; inhibition, % at 10 µM; actives 0.12% (n = 360,000); AID 588501; note: plate controls were buffer without enzyme for full effect and enzyme alone for no effect
# Mtb UGM inh – inhibitors of M. tuberculosis UDP-galactopyranose mutase. actives 0.06% (n = 320,000). AID 504406. inhibition, % at 10 µM. P9WIQ1. purified UGM, fluorescence polarization probe displacement; in the data active = inhibition above about 10%, passing the limit was not always enough; inconclusive = no clear call, values can overlap the other calls
# Target sequence (P9WIQ1 whole entry, looked up): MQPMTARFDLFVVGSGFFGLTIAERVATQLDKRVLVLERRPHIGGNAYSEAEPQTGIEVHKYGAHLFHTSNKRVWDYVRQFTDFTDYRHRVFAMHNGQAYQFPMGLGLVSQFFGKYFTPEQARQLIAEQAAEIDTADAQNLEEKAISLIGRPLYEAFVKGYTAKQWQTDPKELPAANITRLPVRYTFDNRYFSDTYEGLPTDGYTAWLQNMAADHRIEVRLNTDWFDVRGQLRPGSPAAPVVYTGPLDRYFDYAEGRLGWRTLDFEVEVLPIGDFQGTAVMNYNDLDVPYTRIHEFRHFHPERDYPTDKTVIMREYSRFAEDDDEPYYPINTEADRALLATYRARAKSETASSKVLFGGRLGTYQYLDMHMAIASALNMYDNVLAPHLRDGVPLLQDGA
# BoNT-A LC inh2 – BoNT A light chain protease inhibition | multiplex microsphere protease substrate cleavage, flow cytometry | inhibition, % at 10 µM | actives 0.17% (n = 360,000) | AID 588499; note: plate controls were buffer without enzyme for full effect and enzyme alone for no effect
# GDH-TPI inh – GDH-TPI coupled enzyme inhibition counter-screen. GDH-TPI coupled enzyme counterscreen, NADH absorbance. inhibition, % at 4.8 µM. actives 1.2% (n = 360,000); in the data active = inhibition above about 30%;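 note: 0% = DMSO wells and 100% = wells lacking the enzyme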
# BoNT-F LC inh – inhibitors of Botulinum neurotoxin F light chain protease; Multiplex microsphere protease cleavage assay, flow cytometry; inhibition, % at 10 µM; actives 0.22% (n = 360,000); in the data active = inhibition above about 35%, passing the limit was not always enough; inconclusive = no clear call, values can overlap the other calls; note: plate controls were buffer without enzyme for full effect and enzyme alone for no effect
# FBA Mtb inh – Mtb fructose-bisphosphate aldolase inhibition; P9WQA3; purified M. tuberculosis FBA, fluorescence read-out; inhibition, % at 1 µM; actives 2.3% (n = 360,000); in the data active = inhibition above about 27%;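 note: 0% = vehicle and 100% = reference inhibitor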
# Target sequence (P9WQA3 whole entry, looked up): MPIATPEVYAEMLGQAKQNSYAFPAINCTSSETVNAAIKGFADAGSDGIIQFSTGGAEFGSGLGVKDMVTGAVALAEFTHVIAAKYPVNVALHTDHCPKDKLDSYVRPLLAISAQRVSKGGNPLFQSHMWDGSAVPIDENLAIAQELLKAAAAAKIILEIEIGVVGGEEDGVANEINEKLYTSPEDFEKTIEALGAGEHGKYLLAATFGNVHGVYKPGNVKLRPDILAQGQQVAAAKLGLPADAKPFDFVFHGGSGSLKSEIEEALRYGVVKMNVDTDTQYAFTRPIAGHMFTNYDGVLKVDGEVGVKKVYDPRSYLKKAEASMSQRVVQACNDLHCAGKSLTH
# Mtb BioA inh – BioA (M. tuberculosis) enzyme inhibition; purified M. tuberculosis BioA enzyme, plate reader; inhibition, % at 9.99 µM; actives 0.096% (n = 360,000); AID 602481; in the data active = inhibition above about 40%; inconclusive = no clear call, values can overlap the other calls
# PfHsp40 yeast – compounds rescuing yeast from Plasmodium falciparum HSP40 toxicity; S. cerevisiae expressing PfHsp40, growth rescue, ATP luminescence; growth rescue, % at 12.5 µM; actives 0.68% (n = 340,000); in the data active = growth rescue above about 28%, passing the limit was not always enough; inconclusive = no clear call, values can overlap the other calls;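 note: yeast W303a lacking pdr1 and pdr3 grown in galactose medium; growth measured after three days at 30 °C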
# An asterisk follows results filed as active; ? = inconclusive; . = not tested or not shown. Cut-off read from the data, not from the text of the source, unless noted: active = inhibition above about 30%; inconclusive = no clear call, values can overlap the other calls; inactive = below that. The order is random. Share with any hit: about 4.7%.
entry	SMILES	FadD28 binding	Anthrax LF prot	Mtb UGM inh	BoNT-A LC inh2	GDH-TPI inh
1	CCOC(=O)CNC1CC(=O)N(c2ccc(Br)cc2)C1=O (stereo unspecified)	-0.3	-9.1	0.4	4.3	2.3
2	Cc1onc(-c2ccccc2)c1C(=O)OCC(=O)NC(C)c1ccc(Cl)cc1 (stereo unspecified)	-2.8	-5.9	2.4	-1.7	-3.5
3	CC1CCCCC1NC(=O)CCCCn1c(=O)[nH]c2ccsc2c1=O (stereo unspecified)	-2.7	4.1	-0.4	-0.1	-3.1
4	COC(=O)c1nc(NC(=S)NC(=O)c2cccs2)sc1C	-0.3	-2.7	-2.0	-0.4	6.5
5	O=C(NCc1cccs1)c1noc2c1CCCC2	-3.0	-3.9	-3.8	-2.1	-0.3
6	COCCN(C(=O)Nc1ccccc1)c1ccccc1C	-0.4	0.4	1.7	0.8	10.4
7	O=C(Nc1cccnc1)c1ccc(N2CCOCC2)c([N+](=O)[O-])c1	-0.2	18.5	-1.9	1.4	8.6
8	CCOc1cc(CN2CCN(Cc3ccc(C)o3)C(CCO)C2)ccc1OC (stereo unspecified)	0.6	0.0	0.1	-0.9	3.5
9	Cc1ccc(CSCC(=O)Nc2ccc3c(c2)OCO3)cc1	0.5	-4.8	2.7	0.2	1.0
10	CCOc1ccc2nc(NC(=O)C(CC)Sc3nc(C)cc(=O)[nH]3)sc2c1 (stereo unspecified)	-1.5	1.8	-3.1	0.1	13.4
11	CCN(CC)CCCNC(=O)CSc1nc(C)cc(C)n1	0.9	6.3	-2.1	0.6	-3.7
12	Cc1csc(NC(=O)CSc2nc(C(C)C)nc3ccccc23)n1	-5.2	2.7	-0.9	3.9	1.5

entry	BoNT-F LC inh	FBA Mtb inh	Mtb BioA inh	PfHsp40 yeast
1	?	-0.3	0.3	-0.5
2	-5.4	1.6	.	1.7
3	-4.0	2.4	22.3	-0.7
4	-2.9	0.7	-1.3	0.7
5	-3.7	2.6	.	-0.6
6	4.1	-1.1	0.8	1.4
7	30.9	-2.0	49.2*	1.4
8	-1.3	-0.9	.	0.4
9	-1.2	2.2	0.6	0.7
10	13.0	4.2	0.6	0.8
11	13.7	1.3	.	-1.4
12	14.8	1.5	.	6.1

# (listing goes on)
entry	SMILES	FadD28 binding	Anthrax LF prot	Mtb UGM inh	BoNT-A LC inh2	GDH-TPI inh
13	O=C(Cn1nnc(-c2ccccc2NC(=O)c2ccco2)n1)Nc1ccccc1	-4.9	-1.3	1.4	0.0	6.0
14	O=C(/C=C/[C@H]1O[C@@H](n2ccc(=O)[nH]c2=O)[C@H](O)[C@@H]1O)NCCc1c[nH]c2ccccc12	-0.2	8.9	.	-0.6	.
15	Cc1cccc(NC(=O)CN2CCN(C(=O)c3cccc(-n4cnnn4)c3)CC2)c1C	-3.4	-0.5	-0.8	0.0	-9.9
16	CCOC(=O)C1=NNC(C(=O)OCC)C1C(=O)OCC (stereo unspecified)	-1.3	-3.8	.	-0.6	-6.1
17	Cc1cc(=O)oc(C)c1C(=O)NC1CCCCCCC1	-0.3	-0.5	-3.5	0.0	1.9
18	CCCOc1ccc(F)cc1-c1cc(C(=O)Nc2ccc(C)c(NS(C)(=O)=O)c2)[nH]n1	-0.6	4.2	.	0.1	3.1
19	CSc1nc(NC(C)C)nc(N2CCOCC2)n1	0.0	-1.8	-1.3	0.6	2.9
20	Cc1ccc(-c2nc3ncccc3o2)cc1NC(=O)C(C)C	-0.7	-7.4	1.6	-2.9	11.4
21	Oc1c(Cl)cc(Cl)cc1C(C#Cc1ccccc1)N1CCOCC1 (stereo unspecified)	-0.7	-4.5	2.9	0.0	5.7
22	CCOc1ccc(NC(=O)CSc2nc3ccsc3c(=O)n2CCC(=O)O)cc1	1.6	5.0	-2.0	0.6	-9.4
23	CCOc1ccc(NC(=O)CN(C)C(=O)c2cc([N+](=O)[O-])ccc2N2CCCCC2)cc1OCC	-3.0	-3.0	-2.5	3.2	10.6
24	Cc1ccc(F)cc1C(=O)N1CCCCC1c1cc(C(=O)Nc2ccccc2)no1 (stereo unspecified)	0.9	6.2	.	-0.2	2.7

entry	BoNT-F LC inh	FBA Mtb inh	Mtb BioA inh	PfHsp40 yeast
13	-4.4	-2.0	-1.7	-0.9
14	-3.6	2.3	-0.5	.
15	-8.9	-4.5	-0.7	-1.3
16	-1.6	0.1	-1.0	0.1
17	-2.9	-0.3	.	0.0
18	-4.9	1.3	-0.7	.
19	-11.3	4.7	-0.2	-0.4
20	?	55.4*	3.0	2.0
21	-5.4	4.2	-1.8	1.2
22	0.0	-1.4	2.0	?
23	-8.3	-1.6	1.9	2.0
24	-3.1	5.5	-0.5	.

# Gathered by group, those above containing two or more sulfur atoms.
entry	SMILES	FadD28 binding	Anthrax LF prot	Mtb UGM inh	BoNT-A LC inh2	GDH-TPI inh
4	COC(=O)c1nc(NC(=S)NC(=O)c2cccs2)sc1C	-0.3	-2.7	-2.0	-0.4	6.5
10	CCOc1ccc2nc(NC(=O)C(CC)Sc3nc(C)cc(=O)[nH]3)sc2c1 (stereo unspecified)	-1.5	1.8	-3.1	0.1	13.4
12	Cc1csc(NC(=O)CSc2nc(C(C)C)nc3ccccc23)n1	-5.2	2.7	-0.9	3.9	1.5
22	CCOc1ccc(NC(=O)CSc2nc3ccsc3c(=O)n2CCC(=O)O)cc1	1.6	5.0	-2.0	0.6	-9.4

entry	BoNT-F LC inh	FBA Mtb inh	Mtb BioA inh	PfHsp40 yeast
4	-2.9	0.7	-1.3	0.7
10	13.0	4.2	0.6	0.8
12	14.8	1.5	.	6.1
22	0.0	-1.4	2.0	?

# The list continues:
entry	SMILES	FadD28 binding	Anthrax LF prot	Mtb UGM inh	BoNT-A LC inh2	GDH-TPI inh
25	COc1ccc(C2CC(=O)C=C(NC3CCCC3)C2)cc1 (stereo unspecified)	-2.7	1.1	-0.7	0.2	2.5
26	c1ccc2nc3c(nc2c1)OCC1CCCCN31 (stereo unspecified)	-0.3	-3.1	0.1	2.8	17.9
27	CN(C)n1cccc1/C=C(\C#N)S(=O)(=O)c1cccc(Cl)c1	-0.8	5.9	-1.9	-0.9	21.4
28	CC#C[C@@H](CC)c1ccc2ccn(C)c2c1	-0.1	4.1	-0.8	3.9	2.6
29	CC(C)(CNC(=O)c1ccc(S(=O)(=O)Nc2ccccc2F)cc1)N1CCOCC1	-3.1	1.3	-0.6	1.1	4.3
30	Cc1ccc(NNC(=O)c2cc(C(C)(C)C)nn2Cc2ccccc2)cc1	-1.0	-0.6	-2.8	0.9	8.1
31	O=C(O)CCn1[nH]c(=O)ccc1=O	-1.3	1.1	-2.8	0.1	9.7
32	CC(C)N(C(=O)Cn1c(=O)oc2ccccc21)c1ccccc1	-0.8	.	0.1	.	8.6
33	COc1ccc(CCNC(=O)CN2CCN(c3cccc(C(F)(F)F)c3)CC2)cc1	-2.7	-3.4	-5.3	-1.0	5.5
34	CCCCNC(=O)N(C)c1nc2ccccc2s1	-3.8	-2.7	2.1	-0.1	-8.2
35	CC(OC(=O)C1=COCCO1)C(=O)NC1CCCCC1 (stereo unspecified)	0.4	3.1	.	0.4	6.2
36	C/C(CC(=O)Nc1ccc(C)cc1C)=N\NC(=O)C(C)C	1.1	-1.5	1.6	-0.6	2.9

entry	BoNT-F LC inh	FBA Mtb inh	Mtb BioA inh	PfHsp40 yeast
25	3.8	-1.1	4.2	-0.8
26	0.8	149.5*	-2.3	1.7
27	-11.1	-0.8	0.0	31.8*
28	-0.7	-0.9	-1.6	0.8
29	-2.6	0.0	-1.1	-1.8
30	12.5	4.0	0.7	1.3
31	0.2	-7.8	0.5	0.3
32	.	-1.4	-1.4	-0.3
33	-3.1	0.4	4.2	-0.6
34	-1.6	1.1	5.9	0.3
35	-1.8	1.4	-1.1	.
36	0.5	-0.5	.	-1.0

# Further records follow.
entry	SMILES	FadD28 binding	Anthrax LF prot	Mtb UGM inh	BoNT-A LC inh2	GDH-TPI inh
37	CCOC(=O)c1cccc(NC(=O)c2cncc(Br)c2)c1	-1.2	-0.1	2.0	1.9	5.0
38	CSc1ncccc1C(=O)NC1CC(C)(C)Cc2c1cnn2-c1ccccc1C (stereo unspecified)	-4.2	-3.6	1.2	-2.4	-4.1
39	COc1ccc(C=C2SC(=S)N(CCCC(=O)Nc3ccc(C(=O)O)c(O)c3)C2=O)cc1OC	-1.6	3.7	.	0.8	14.4
40	CC(C)(C)C(=O)OCc1nc(-c2ccc(O)c(O)c2)cs1	-0.7	.	-3.5	.	9.2
41	Cc1cc(C(=O)CSc2nnnn2-c2ccccc2)c(C)n1CCc1ccccc1	0.3	-0.7	-0.9	0.0	-11.5
42	CC1=C(C#N)C(C(F)(F)F)(C(F)(F)F)N=C(c2ccco2)N1	-1.4	2.8	-1.0	1.4	7.5
43	COc1cccc(CN(CC(=O)NC2CCCC2)C(=O)c2csnn2)c1	-4.7	-1.0	2.7	-1.5	-12.4
44	O=C(COC(=O)c1cc(S(=O)(=O)N2CCOCC2)ccc1Cl)NCc1ccccc1	.	-3.8	-0.9	-0.5	-0.9
45	Cc1nn(-c2ccc(F)cc2F)c(=O)c2noc(C)c12	-1.4	.	1.5	.	1.5
46	C/C(=C\C(=S)Nc1ccccc1)Nc1ccccc1	-4.7	0.7	-1.6	4.4	-0.8
47	CN1CCCN(C(=O)CNC(=O)Cc2ccccc2)CC1	0.1	-5.4	0.2	0.4	6.7
48	NC(=O)CC[C@H](NC(=O)c1ccc(Cl)cc1)C(=O)NNC(=O)COc1cccc(Br)c1	-2.7	-1.0	0.3	-0.1	-2.6

entry	BoNT-F LC inh	FBA Mtb inh	Mtb BioA inh	PfHsp40 yeast
37	17.1	3.3	.	-0.1
38	-1.1	-2.2	2.2	0.8
39	-8.9	-12.1	2.9	.
40	.	0.4	-0.7	1.7
41	-2.9	2.6	1.9	2.0
42	0.4	-2.4	7.3	0.7
43	-4.4	-0.9	-0.3	0.8
44	-2.1	2.0	-0.9	-1.0
45	.	0.8	.	-0.3
46	0.2	3.4	.	4.2
47	9.9	-2.1	0.0	-1.8
48	-9.3	-1.7	-2.2	1.0

# The results go on:
entry	SMILES	FadD28 binding	Anthrax LF prot	Mtb UGM inh	BoNT-A LC inh2	GDH-TPI inh
49	COc1ccc(Cl)cc1NC(=S)NCCc1ccc(S(N)(=O)=O)cc1	0.6	-1.6	1.8	-0.5	-3.5
50	Cc1noc(C)c1S(=O)(=O)NCC(=O)O	-1.8	-2.6	-2.9	0.5	3.4
51	CNC(=O)N(O)C1N(/N=C/c2ccccc2F)C(=S)SC1(C)C (stereo unspecified)	-4.5	-9.4	-0.1	-0.1	14.7
52	CCOC(=O)CSc1nc2sccc2c(=O)[nH]1	-4.8	-0.4	3.5	-0.1	-6.0
53	CC(C)C1C(c2ccccc2)N(C)C(c2ccccc2)CC1(O)c1ccccc1 (stereo unspecified)	-5.0	0.3	1.3	1.5	4.6
54	O=C(OCc1ccccc1)N1CCC2CC1c1cc(N3CCNCC3)ccc12 (stereo unspecified)	0.7	-9.1	.	-0.4	13.4
55	CSc1ncccc1C(=O)OCC(=O)Nc1ccc2c(c1)OCO2	-0.5	-12.0	-0.6	-0.5	2.2
56	CC(=O)c1ccc(N2CCN(C(=O)Nc3ccc(Cl)cc3)CC2)cc1	-0.4	-6.7	0.6	0.1	14.7

entry	BoNT-F LC inh	FBA Mtb inh	Mtb BioA inh	PfHsp40 yeast
49	5.4	-2.2	.	-0.6
50	-5.4	0.7	1.4	-0.7
51	-15.0	-4.3	1.2	0.1
52	-23.7	0.8	-0.5	0.2
53	0.6	1.5	0.3	0.6
54	-6.9	3.5	0.3	.
55	-6.5	-0.7	.	-0.1
56	-0.7	2.2	.	-0.4

# Screening data deposited in PubChem by several laboratories.
